# SW480 rerep: A quantitative high throughput screen for small molecules that induce DNA re-replication in SW480 colon adenocarcinoma cells. SW480 DNA re-replication, Hoechst DNA content imaging, 48 h. Potency, µM (doses to about 46.1 µM), for the others: at the highest dose re-replication activation, most hits filed as activators. actives 1.8% (n = 340,000). AID 624297, 2012; note: potency is the fitted concentration of half-maximal effect; % of control where 0% means no effect; nearly all actives have a fitted effect of over 55% in size
#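 First, 250 cells per well were seeded. Next, compound or vehicle (23 nL) was pinned in, plates sat 48 hr at 37 C. Finally Hoechst was added for 40 min before fluorescence scanning.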
# ATXN viability: Viability Counterscreen for Primary qHTS for Inhibitors of ATXN expression. S2 cells (HEK-293 line with an ATXN2-luciferase reporter) viability, CellTiter-Fluor protease fluorescence, 24 h. Potency, µM (top dose mostly 56.7 µM), hits mostly cytotoxic. actives 0.49% (n = 400,000); note: potency is the fitted concentration of half-maximal effect; nearly all actives have a fitted effect of over 40% in size
# ATXN2 expr inh: Primary qHTS for Inhibitors of ATXN expression; HEK-293 ATXN2-luciferase reporter, luminescence, 24 h; Potency, µM (titrated, usually from 57 µM), for the others: at the highest dose activity change, negative = inhibition, usual class: inhibitors; actives 0.72% (n = 360,000); AID 1745845, 2022; note: potency is the fitted concentration of half-maximal effect; % is set by controls: 0 for no effect and ±100 for the full control effect; nearly all actives have a fitted effect of over 55% in size
#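 qHTS (up to 57 uM final) was run with 24 h compound exposure of reporter cells at 37 °C. Each well was multiplexed: SteadyGlo luminescence measured ATXN2-luciferase expression after a fluorogenic Gly-Phe-AFC viability readout (25 uM final).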
# HT1080-NT tox: qHTS for induction of synthetic lethality in tumor cells producing 2HG: qHTS for the HT-1080-NT fibrosarcoma cell line. HT-1080-NT fibrosarcoma viability, CellTiter-Glo ATP luminescence, 48 h. Potency, µM (titrated, usually from 46.1 µM), without a hit: top-dose activity, negative = less viability, actives largely listed as cytotoxic. actives 1.6% (n = 360,000);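 note: NT is the 2HG producing partner of a matched IDH1 knockdown line; potency is the fitted concentration of half-maximal effect; 0% = DMSO-treated cells and -100% = media-only wells without cells; nearly all actives have a fitted effect of over 55% in size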
#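 HT-1080-NT fibrosarcoma cells (2HG-overproducing), 750 cells/well in RPMI with 5% FBS, dosed after 2 h and incubated 48 h at 37C. CellTiter-Glo luminescence normalized to DMSO and no-cell wells; concentration-response curves fitted and classed.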
# MCF10A rereplic: A quantitative high throughput screen for small molecules that induce DNA re-replication in MCF 10a normal breast cells | MCF 10A DNA re-replication, Hoechst nuclear intensity, 48 h | Potency, µM (doses to about 46.1 µM), for the others: top-dose activity, positive = re-replication, most hits filed as activators | actives 2.9% (n = 350,000); note: potency is the fitted concentration of half-maximal effect; % of control where 0% means no effect; nearly all actives have a fitted effect of over 50% in size
# IL-1B inflam inh: qHTS for Inhibitors of Inflammasome Signaling: IL-1-beta AlphaLISA Primary Screen. actives 4.7% (n = 360,000). AID 743279, 2014. THP-1 LPS/ATP IL-1B secretion, AlphaLISA, 16 h; active compounds read low. activity change, % at 57.5 µM; in the data active = activity change below about -50%; inconclusive = mostly about -30% to -49%; note: % is set by controls: 0 for no effect and ±100 for the full control effect
#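 THP-1 cells pretreated 1 hr with compounds (up to 57.5 uM final), then stimulated with LPS (250 ng/mL final) plus ATP (1.25 mM final); secreted IL-1B measured by AlphaLISA after 16 hr, decreased signal indicating inhibition.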
# HT1080 IDH1KD tx: qHTS for induction of synthetic lethality in tumor cells producing 2HG: qHTS for the HT-1080-IDH1KD cell line; HT-1080 IDH1 knockdown viability, ATP luminescence, 48 h; actives 2% (n = 360,000); Potency, µM (highest dose often 46.1 µM), for the others: top-dose activity, negative = toxicity, usual class: cytotoxic;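 note: potency is the fitted concentration of half-maximal effect; 0% = DMSO wells and -100% = cell-free medium wells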
#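 Knockdown cells (IDH1KD HT-1080) received compounds 2 h after plating at 750 cells/well and were kept 48 h at 37 °C in 5% FBS RPMI. A CellTiter-Glo luminescence read gave % activity for curve fitting.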
# KB-3-1 tox: qHTS assay for MDR1-selective chemotherapeutics: Primary screen using the parental adenocarcinoma cell KB-3-1; KB-3-1 viability, CellTiter-Glo ATP luminescence, 72 h; Potency, µM (top dose mostly 46.1 µM), inactives show at the top dose activity change, negative = cytotoxic, usual class: cytotoxic; actives 1.4% (n = 400,000); note: potency is the fitted concentration of half-maximal effect; % is set by controls: 0 for no effect and ±100 for the full control effect; nearly all actives have a fitted effect of over 60% in size
#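 Viability of parental KB-3-1 cells, measured by CellTiter-Glo luminescence, followed a 72 h incubation at 37 °C with pinned compounds in phenol-red-free DMEM containing 10% FBS.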
# KB-V1 MDR tox: qHTS assay for MDR1-selective chemotherapeutics: Primary screen using the drug-selected MDR subline cells KB-V1; Potency, µM (top dose mostly 46.1 µM), without a hit: at the top dose activity change, negative = cytotoxicity, most hits filed as cytotoxic; actives 3.4% (n = 400,000); KB-V1 MDR cells viability, CellTiter-Glo, 72 h; note: potency is the fitted concentration of half-maximal effect; % is set by controls: 0 for no effect and ±100 for the full control effect; nearly all actives have a fitted effect of over 60% in size
#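 Cells of the MDR subline KB-V1 are plated, dosed with compound at multiple concentrations, and incubated 72 h at 37 degrees C; CellTiter-Glo is then added and luminescence read after 10 min.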
# * = called active by the depositor; i = inactive; ? = inconclusive; nt = no result given; & = joins results of further samples; [ ] = dose if it differs, or a comment. Unless noted, calls come from the whole dose curve; as a rule, active = well fitted curve in the direction sought with a large enough effect; inconclusive = small, poorly fitted or top-dose-only effect, or another doubt; inactive = no such curve, though single readings can be large; an effect the other way counts as inactive or inconclusive.
SMILES,SW480 rerep,ATXN viability,ATXN2 expr inh,HT1080-NT tox,MCF10A rereplic,IL-1B inflam inh,HT1080 IDH1KD tx,KB-3-1 tox,KB-V1 MDR tox
O=C1Cc2cc(S(=O)(=O)Nc3ccc(F)cc3Cl)ccc2N1,-29%,i,3%,0%,3%,16,2%,-7%,16%
CCOc1cc2c(cc1OCC)C(c1ccccc1)N(c1ccccc1)C(=O)C2 (stereo not drawn),-2%,i,-18%,?,-7%,-18,?,3%,0%
O=c1c(-c2ccc(Br)cc2)coc2c(CN3CCCCC3)c(O)ccc12,-12%,i,9%,21%,8%,6,23%,7%,0%
O=C(NC1CCCCC1)C1CCN(S(=O)(=O)c2cccc3nsnc23)CC1,-11%,i,1%,6%,-8%,0,-4%,-8%,-1%
COC(=O)c1ccc(C)c(NC(=O)CCCN2C(=O)CN(C)C2=O)c1,-13%,i,2%,-2%,-26%,10,-2%,-8%,-8%
COc1ccc(OCC(=O)Nc2cc3c(cc2C(=O)O)OCCCO3)cc1,-3%,i,1%,8%,3%,-8,-1%,6%,0%
COCCn1cnnc1SCC(=O)Nc1sc2c(c1C#N)CCC2,-4%,i,-18%,-2%,-1%,6,-2%,2%,7%
CCCCOc1ccc(C(=O)Nc2ccc(S(=O)(=O)Nc3cc(C)on3)cc2)cc1OC,1%[9.22 µM],i,-8%,-18%,0%,36,-2%,-2%,2%
CCOc1cc(C(=O)NN2CCOCC2)cc(OCC)c1OCC,-42%[inhibitor],i,9%,?,-6%,1,13%,1%,?
COc1ccc(OCc2cc(C(=O)NC(C)Cn3cncn3)no2)c(Cl)c1 (stereo not drawn),3%,i,48%[activator],-2%,2%,0,0%,14%,0%
O=C(COc1ccccc1)N1CCN(C(=O)COc2ccccc2)CC1,-15%,i,-8%,11%,-2%,-9,15%,8%,-1%
CSC[C@H]1CN(CCc2ccccc2)C(=O)[C@@H]1CC(=O)Nc1ccc(Br)cc1,nt,?,-34%,-5%,nt,-13,-11%,-2%,?
O=C(CSc1nnc(-c2ccc(F)cc2)o1)Nc1ccc(S(=O)(=O)N2CCCC2)cc1,1%,i,-9%,10%,9%,-4,1%,-1%,-21%
Cc1ccc(C(=O)N2CCC(c3c[nH]c4ccccc34)(c3c[nH]c4ccccc34)CC2)cc1,nt,?,-28%,nt,nt,nt,nt,-4%,4%
COc1ccc(CNC(=O)C2CCCN(c3nn4c(=O)cc(C)nc4s3)C2)cc1 (stereo not drawn),-2%,i,nt,8%,1%,-12,0%,-1%,-15%
Cc1cccc(NC(=S)NCCO)c1C,-15%,i,6%,18%,-3%,18,15%,0%,28%
Cc1cc(C)cc(-n2c(C)cc(/C=N/NC(=O)c3cccc([N+](=O)[O-])c3C)c2C)c1,?,i,-16%,?,?,-9,?,?,?
Cc1sc(-n2c(C)cc(/C=C3\SC(=S)NC3=O)c2C)c(C#N)c1C,8.2µM*,?,10%,13µM*,-2%,24,11µM*,?,-28%
CCOc1cc(/C=C(\C#N)c2nc(-c3cccs3)c(NC(C)=O)s2)ccc1O,?,nt,?,3.3µM*,5.8µM*,-4,2.9µM*,8.2µM*,-6%
O=C(CNC(=O)c1ccccc1F)NC1CC1,-7%,i,3%,-6%,13%,1,0%,3%,8%
O=C(CSc1ccccn1)Nc1ccc(Cl)c([N+](=O)[O-])c1,-6%,i,2%,9%,-5%,-10,2%,-1%,1%
COc1ccc(OC)c(NC(=O)NNC(=O)COc2ccc(F)cc2F)c1,?,i,-7%,4%,-9%,i,12%,-11%,-5%
COc1ccc(NC(=O)CCS(=O)(=O)c2ccc3c(c2)CCCN3C(C)=O)cc1Cl,1%,i,1%,5%,0%,52,0%,28%,-3%
CCOc1ccc(S(=O)(=O)N/N=C(\C)C2CCCCC2)cc1,5%,i,6%,11%,-4%,22,7%,16%,-14%
O=c1c2ccccc2nc(/C=C/c2cccc([N+](=O)[O-])c2)n1CCO,-3%,i,1%,-17%,-31%[inhibitor],?,-10%,-13%,?

# Reprinted from the part before: 6 compounds; new compounds follow.
SMILES,SW480 rerep,ATXN viability,ATXN2 expr inh,HT1080-NT tox,MCF10A rereplic,IL-1B inflam inh,HT1080 IDH1KD tx,KB-3-1 tox,KB-V1 MDR tox
O=C(CNC(=O)c1ccccc1F)NC1CC1,-7%,i,3%,-6%,13%,1,0%,3%,8%
O=C(CSc1ccccn1)Nc1ccc(Cl)c([N+](=O)[O-])c1,-6%,i,2%,9%,-5%,-10,2%,-1%,1%
COc1ccc(OC)c(NC(=O)NNC(=O)COc2ccc(F)cc2F)c1,?,i,-7%,4%,-9%,i,12%,-11%,-5%
COc1ccc(NC(=O)CCS(=O)(=O)c2ccc3c(c2)CCCN3C(C)=O)cc1Cl,1%,i,1%,5%,0%,52,0%,28%,-3%
CCOc1ccc(S(=O)(=O)N/N=C(\C)C2CCCCC2)cc1,5%,i,6%,11%,-4%,22,7%,16%,-14%
O=c1c2ccccc2nc(/C=C/c2cccc([N+](=O)[O-])c2)n1CCO,-3%,i,1%,-17%,-31%[inhibitor],?,-10%,-13%,?
O=C(O)/C(=C\c1ccc(-c2ccc(F)cc2)o1)c1ccccc1,7%,i,27%,-7%,-2%,27,-4%,5%,0%
CCOC(=O)CSc1nnc(CNC(=O)c2ccc(OC)cc2)n1-c1ccc(OC)cc1,0%,i,-3%,12%,1%,0,10%,-5%,2%
NC(CCc1ccccc1)c1csc(NC(=O)NCC2CCCCC2)n1 (stereo not drawn),nt,?,?,16µM*,nt,?,?,?,?
Cc1ccc(C)c(S(=O)(=O)N/N=C/c2ccc(F)cc2)c1,-7%,i,nt,4%,14%,2,9%,-1%,14%
Cc1cc(C(=O)N/N=C/c2ccco2)n[nH]1,-3%,i,15%,7%,-1%,21,7%,-5%,-17%
O=C(NC1CCCC1)c1cc2c(ccc3ccccc32)o1,-1%,i,63%[activator],-13%,29%,-8,-12%,?,?
Cc1cc(C)c(C(=O)C(C)OC(=O)Cc2n[nH]c(=O)c3ccccc23)cc1C (stereo not drawn),4%,i,-7%,-15%,0%,0,-16%,5%,-2%
c1csc(C2=NC(c3ccncc3)=Nc3ccccc3N2)c1,nt,i,9%,nt,nt,nt,nt,14%,-18%
COc1ccc(-c2nc3ccc(Br)cn3c2Cc2ccccc2C(F)(F)F)cc1OC,nt,?,0%,?,nt,?,?,?,0%
O=C(O)c1ccccc1CSc1nc2ccccc2[nH]1,-8%,i,-10%,0%,0%,-3,5%,4%,27%
O=C(NCC1CCN(c2ccc(S(=O)(=O)N3CCOCC3)cc2)CC1)c1cccc(Cl)c1,-1%,i,-29%,-5%,2%,-13,-23%,-4%,?
CCOc1cccc(SCc2noc(C(=O)NCCOC)c2C(=O)O)c1,-3%,i,4%,-10%,-8%,38,-7%,13%,15%
CCOC(=O)N1CCN(C(=S)NC(=O)c2c(-c3c(Cl)cccc3Cl)noc2C)CC1,29%,i,3%,-20%,2%,-2,-2%,?,-15%
CC(=O)c1ccc(OCC(=O)NCC(c2ccco2)N2CCCCC2)cc1 (stereo not drawn),-1%,i,-13%,7%,-7%,8,5%,-7%,-29%
Cc1cccc(Cn2c(SCCN3CCOCC3)nc3c2c(=O)n(C)c(=O)n3C)c1,-6%,i,-5%,-19%,12%,-22,2%,-14%,-25%
CCOc1ccc2nc(NC(=O)CN3CCOCC3)sc2c1,-2%,i,-8%,20%,0%,?,23%,24%,-7%
CCOc1cccc2cc(C(=O)OCC(=O)Nc3c(C)cccc3CC)c(=O)oc12,-12%,i,31%,10%,-5%,15,0%,-5%,23%
COc1ccccc1NC(=O)C(C)OC(=O)C1COc2ccccc2O1 (stereo not drawn),-5%,i,0%,-2%,6%,0,-3%,0%,?
COc1ccc(N2C(=O)C3CCCN3C2=S)cc1 (stereo not drawn),2%,i,-7%,17%,-1%,-15,15%,2%,5%
COC(=O)N/N=C\c1c(C)nn(-c2ccccc2)c1Cl,?,?,39%[activator],19%,0%,-17,-4%,24%,12%
COCCNc1nc(N)c([N+](=O)[O-])c(NCC2CCCO2)n1 (stereo not drawn),1%,i,-8%,0%,0%,56,-11%,18%,?
Cc1ccccc1OCC(=O)NCCNC(=O)c1cccnc1,2%,i,13%,4%,26%,9,11%,15%,11%
COc1ccc(C(O)P(=O)(OCCC(C)C)c2ccc(N(C)C)cc2)cc1OC (stereo not drawn),-19%,i,-18%,4%,-3%,nt,2%,4%,?
COc1ccc(CC(=O)Nc2c(C(=O)N3CCN(c4ccccc4)CC3)oc3ccccc23)cc1OC,4%,?,-9%,-20%,?,-26,-12%,-5%&1%,1%&-5%
